Screening data from PubChem BioAssay.
C1s block: blocks human complement C1s protease activity | P09871 | 62,000 compounds, 0.16% hits | purified C1s, fluorogenic AMC substrate, pooled mixtures | mean inhibition % of two 10-compound mixtures (active compounds read high), % at 5 µM (by protocol);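 active = inhibition above 20% in each of the two 10-compound mixture wells holding the compound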;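 note: 0% = enzyme wells lacking compound mixture and 100% = no-enzyme blank wells; some compounds called inactive have numbers as strong as hits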
CatB mixtures: human cathepsin B inhibition by mixtures; Purified cathepsin B, AMC dipeptide fluorescence, compound mixtures; inhibition, %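 (ten-compound pools at 5 µM per compound and 50 µM total)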; 62,000 compounds, 0.06% hits; AID 488; in the data active = inhibition above about 22%, passing the limit was not always enough;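 note: 0% = enzyme without compound and 100% = no enzyme blank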
CatS inh: blocks human cathepsin S protease activity; P25774; recombinant cathepsin S, AMC dipeptide fluorescence, pooled mixtures; inhibition, %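 (tested at 5 µM per compound within 10-compound mixtures)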; 62,000 compounds, 0.06% hits; AID 501; in the data active = inhibition above about 32%, passing the limit was not always enough;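 note: 0% = enzyme without compound and 100% = blank without enzyme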
FXIIa inh mix: blocks human factor XIIa in pooled compound mixtures; P00748; purified FXIIa, fluorogenic substrate; inhibition, % at 5 µM; 62,000 compounds, 0.2% hits;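 note: 0% = enzyme without compound and 100% = no enzyme blank; some results filed as inactive read as strong as hits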
Target sequence (P00748 20-372 limits assumed): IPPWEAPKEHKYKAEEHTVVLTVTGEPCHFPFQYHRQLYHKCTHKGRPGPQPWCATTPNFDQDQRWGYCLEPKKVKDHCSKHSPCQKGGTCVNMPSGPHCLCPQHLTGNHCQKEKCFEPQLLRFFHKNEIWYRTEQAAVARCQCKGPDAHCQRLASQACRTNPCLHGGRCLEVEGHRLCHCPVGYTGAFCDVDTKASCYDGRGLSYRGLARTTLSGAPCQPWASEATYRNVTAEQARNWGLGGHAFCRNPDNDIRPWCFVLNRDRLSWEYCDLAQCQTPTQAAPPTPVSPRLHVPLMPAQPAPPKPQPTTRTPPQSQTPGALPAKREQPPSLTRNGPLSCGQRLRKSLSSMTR
Target sequence (P00748 373-615 limits assumed): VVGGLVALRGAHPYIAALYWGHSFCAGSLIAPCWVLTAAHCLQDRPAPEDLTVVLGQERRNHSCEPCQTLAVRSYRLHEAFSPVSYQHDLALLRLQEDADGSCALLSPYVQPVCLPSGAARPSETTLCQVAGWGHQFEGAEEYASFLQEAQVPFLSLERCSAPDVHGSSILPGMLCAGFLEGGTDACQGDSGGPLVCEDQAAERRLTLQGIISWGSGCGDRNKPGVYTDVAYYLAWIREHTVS
CatG inh: blocks human cathepsin G enzyme activity; P08311; purified enzyme, AMC-tetrapeptide fluorescence, pooled mixtures; inhibition, % at 5 µM (by protocol); 62,000 compounds, 0.2% hits; AID 581;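 active = inhibition above 20% in each of the two mixture wells holding the compound; inactive = inhibition of 20% or less in either well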;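 note: 0% = enzyme control without mixture and 100% = blank lacking enzyme; strong numbers were not always called active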
Target sequence (P08311 21-244 limits assumed): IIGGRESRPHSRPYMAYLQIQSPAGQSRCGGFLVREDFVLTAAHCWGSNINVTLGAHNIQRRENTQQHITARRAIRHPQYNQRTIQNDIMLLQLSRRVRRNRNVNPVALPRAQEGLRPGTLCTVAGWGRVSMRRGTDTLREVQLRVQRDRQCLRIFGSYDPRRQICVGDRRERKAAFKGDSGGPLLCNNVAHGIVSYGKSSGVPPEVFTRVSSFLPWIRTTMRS
CatL inh: inhibitors of human cathepsin L | P07711 | purified cathepsin L, fluorogenic substrate, fluorescence | inhibition, %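 (tested at 10 µM)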 | 58,000 compounds, 0.17% hits; in the data active = inhibition above about 45%;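 note: 0% = enzyme with no compound and 100% = no enzyme blank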
Target sequence (P07711 114-288 limits assumed): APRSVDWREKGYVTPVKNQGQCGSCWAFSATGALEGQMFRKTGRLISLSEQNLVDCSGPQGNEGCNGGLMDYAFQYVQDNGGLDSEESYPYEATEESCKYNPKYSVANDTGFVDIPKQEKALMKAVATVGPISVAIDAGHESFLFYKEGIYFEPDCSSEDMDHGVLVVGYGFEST
Target sequence (P07711 292-333 limits assumed): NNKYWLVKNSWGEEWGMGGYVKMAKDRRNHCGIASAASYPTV
FXIa mix inh: blocks human factor XIa in pooled compound mixtures. purified FXIa, fluorogenic substrate. inhibition, % at 5 µM. 62,000 compounds, 0.19% hits;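 note: each value is inhibition by a whole ten-compound pool holding the compound; 0% = enzyme with no mixture and 100% = wells lacking enzyme; strong numbers were not always called active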
Abs 340nm: compounds absorbing at 340 nm; compound absorbance at 340 nm, fold over control; fold change at 10 µM; 65,000 tested, under 10 active;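 active = at 10 µM dose, initial 340 nm absorbance at least 2 fold that of control wells; inactive = change under 2 fold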;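 note: initial absorbance extrapolated from kinetic A340 decline of NADH oxidation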
CatB inh: human cathepsin B inhibition. purified cathepsin B, fluorogenic substrate, fluorescence. inhibition, %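 (tested at 10 µM)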. 63,000 compounds, 0.1% hits; in the data active = inhibition above about 21%;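 note: 0% = enzyme with no compound and 100% = no enzyme blank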
* marks the source's active call; other numbers are inactive results; . = not tested or not shown. Cut-off read from the data, not from the text of the source, unless noted: active = inhibition above about 20% (passing the limit was not always enough); inactive = the rest. This is a subset; the hit share may differ from the screen's.

SMILES	C1s block	CatB mixtures	CatS inh	FXIIa inh mix	CatG inh	CatL inh	FXIa mix inh	Abs 340nm	CatB inh
COc1ccc(Cc2nc(-c3ccc(Br)o3)no2)cc1OC	15.7	1.3	5.3	0.8	5.0	.	-1.2	1.03	-1.3
CC(c1ccco1)N(C(=O)Nc1ccc(Cl)cc1)c1ccccn1 (stereo not given)	-26.3	2.5	13.9	4.4	-6.2	8.0	9.4	0.98	4.4
Cc1cccc(C(=O)NC2CC(C)(C)NC(C)(C)C2)c1	-1.4	-0.5	-5.3	-3.7	-2.7	7.3	-0.2	0.98	3.7
COc1ccc(CNC(=O)NCc2ccc(OC)c(OC)c2)cc1OC	-19.5	-0.7	3.1	-4.3	-14.4	.	1.7	1.01	-2.7
O=C(NCc1ccccn1)c1cc2n(n1)C(C(F)(F)F)CC(c1ccco1)N2 (stereo not given)	12.5	-0.3	-24.3	-1.7	13.5	-6.7	8.5	1.04	7.3
CC(C)(C)NC(=O)C(c1ccccc1)N(Cc1ccco1)C(=O)c1csnn1 (stereo not given)	-0.4	-0.3	9.0	11.4	2.8	31.3	-2.1	1.02	3.0
COc1ccc(CN2CCN(C(=O)c3cc(OC)c(OC)c(OC)c3)CC2)cc1OC	-5.0	-2.9	-4.2	-1.5	6.2	5.9	0.3	1.06	-1.6
CN(C)c1ccc(C(=O)OCC(=O)Nc2ccc(S(N)(=O)=O)cc2)cc1	-56.4	-23.5	-36.2	-16.8	-23.8	-0.9	-33.7	1.06	-2.5
Clc1ccc(-c2ccc(-c3nn4c(-c5ccco5)nnc4s3)o2)cc1	4.6	4.1	13.5	5.8	9.5	.	3.0	1.08	2.2
CC(C)Cn1cc(C(=O)N2CCN(c3ccccn3)CC2)c2c3ccccc3n(C)c2c1=O	-3.0	0.5	-1.8	-19.0	-2.0	-3.5	-3.1	1.04	-0.3
Oc1ccccc1/C=N/c1c(-c2ccco2)nc2ccccn12	-182.4	-8.8	-30.8	-18.6	-16.9	-199.7	-30.2	1.05	-6.7
Cc1ccc(C)c(N2CCN(CC(=O)Nc3ccc4[nH]c(=O)[nH]c4c3)CC2)c1	-3.6	-1.8	5.0	9.1	-0.9	.	-2.2	1.03	-6.2
Cc1ccc(N2CCN(S(=O)(=O)c3ccc(F)cc3)CC2)c(C)c1	-24.8	-2.3	-4.2	6.4	-5.9	.	6.8	1.03	0.4
CCCCC(=O)Nc1cccc(-c2nc3ncccc3o2)c1	11.8	-1.3	-7.1	-18.8	8.8	21.1	7.8	1.04	2.7
S=c1[nH]nc(-c2ccncc2)n1CC1CCCO1 (stereo not given)	4.1	1.3	-7.1	9.7	-1.9	-1.8	-1.2	1	0.8

Exported comma-delimited: entries from further up
mol,C1s block,CatB mixtures,CatS inh,FXIIa inh mix,CatG inh,CatL inh,FXIa mix inh,Abs 340nm,CatB inh
Oc1ccccc1/C=N/c1c(-c2ccco2)nc2ccccn12,-182.4,-8.8,-30.8,-18.6,-16.9,-199.7,-30.2,1.05,-6.7
Cc1ccc(C)c(N2CCN(CC(=O)Nc3ccc4[nH]c(=O)[nH]c4c3)CC2)c1,-3.6,-1.8,5.0,9.1,-0.9,.,-2.2,1.03,-6.2
Cc1ccc(N2CCN(S(=O)(=O)c3ccc(F)cc3)CC2)c(C)c1,-24.8,-2.3,-4.2,6.4,-5.9,.,6.8,1.03,0.4

Other compounds follow.
SMILES	C1s block	CatB mixtures	CatS inh	FXIIa inh mix	CatG inh	CatL inh	FXIa mix inh	Abs 340nm	CatB inh
Cc1nc2c(C)cccn2c1/C(O)=C1\C(=O)C(=O)N(CCN2CCOCC2)C1c1ccncc1 (stereo not given)	16.1	3.6	6.2	3.6	14.6	-0.1	0.8	1.11	0.0
c1ccc(Nc2nc3ccccc3n3cnnc23)cc1	-41.0	-2.5	-1.7	0.8	-11.3	.	7.2	1.2	-2.2
COc1cc(C2c3c(oc4c(C)cc(C)cc4c3=O)C(=O)N2Cc2cccnc2)ccc1O (stereo not given)	17.6	7.3	-14.5	13.0	14.5	1.6	6.2	0.98	5.1
Cc1ccc(S(=O)(=O)NCC(=O)N(CC(=O)NCc2ccccc2)CC2CCCO2)cc1 (stereo not given)	9.1	6.8	-12.0	2.3	-41.4	-1.8	3.4	1	2.1
CCOC(=O)c1c(C)oc2ccc(OCC(N)=O)cc12	4.6	-1.7	5.1	1.1	5.9	0.9	1.3	0.99	2.0
CCCCn1c(-c2cc(Cl)ccc2OC)n[nH]c1=S	42.9*	4.0	20.6	3.0	9.9	8.5	7.5	1.05	1.5
CCCC(=O)N=c1sc2cccc(F)c2n1C	-0.2	2.0	41.4	4.4	-1.5	.	7.7	1.04	1.7
Cc1nc2ccccc2c2oc(C(=O)N3CCN(C4CCCCC4)CC3)cc12	-7.7	2.6	-4.6	-2.6	5.6	.	-3.9	1.04	-0.9
Cc1sc2nc(CN(CCc3ccccc3)C(=O)c3ccco3)[nH]c(=O)c2c1C	17.8	2.1	2.8	-1.3	10.4	1.1	9.2	1.03	-1.7
COc1ccc(Cc2nnc(SCC(=O)NCc3ccco3)o2)cc1	18.6	5.9	4.3	4.1	12.1	-3.2	5.6	1.02	-0.3
O=C(CSc1nnc(Cn2c(=O)sc3ccccc32)n1-c1ccccc1)N1CCCCCC1	13.9	2.4	13.6	0.3	8.8	15.1	4.1	1.04	4.3
CN(Cc1ccncc1)C1CC(=O)N(c2ccc(Cl)cc2)C1=O (stereo not given)	2.7	4.0	5.0	3.2	-5.8	11.9	-1.0	1.01	1.9
O=c1[nH]c(=O)n(Cc2ccco2)c2c1C(C(F)(F)F)(C(F)(F)F)N=C(C1CCCCC1)N2	3.5	-2.0	11.3	2.7	10.2	9.3	3.3	1.08	3.2
O=C(O)C1CCCCC1C(=O)NCCCCc1ccccc1 (stereo not given)	15.8	6.3	-2.2	12.7	8.1	.	7.7	0.99	1.4
CCSc1nc2ccccc2n1CC(=O)OC	11.3	3.6	0.1	-7.0	8.2	-4.8	5.8	1	2.1
O=C(Cc1ccccc1)Nc1ccc2oc(-c3cccnc3)nc2c1	-3.7	-0.4	-4.8	-3.0	13.9	-29.7	14.9	1.09	-1.5
CCNc1nc(Oc2ccc(=O)[nH]n2)nc(SC)n1	-39.2	-5.2	6.9	1.8	-2.0	.	-3.0	1.04	-1.1
CCOC(=O)C1=C(C)NC(=O)NC1c1cc2c(cc1Br)OCO2 (stereo not given)	8.8	1.7	-1.3	-20.6	8.4	-2.3	5.6	1.04	3.2
CC(=O)NC12CC3CC(C1)CC(C(=O)OCC(=O)NC(=O)c1cccn1C)(C3)C2	-14.1	2.0	15.1	8.0	-10.3	7.5	-1.0	1	8.5
Cc1ccc(-c2nnc(SCc3ccccc3F)o2)cc1	15.3	-1.8	-6.1	3.2	8.5	9.5	6.2	1.04	4.1
Cc1ccccc1CSc1nnc(Cn2c(=O)sc3ccccc32)n1C	4.1	-1.2	-1.2	3.1	0.6	3.1	4.2	1.03	1.6
CCOC(=O)c1sc(NC(=O)c2cc(S(=O)(=O)N3CCOCC3)ccc2C)nc1C	6.9	1.2	-0.5	-12.4	6.8	3.6	5.5	1.09	1.1
CCOc1ccc(NC(=O)C2CC=CCC2C(=O)O)cc1 (stereo not given)	-11.7	-0.7	-3.3	20.3	3.6	4.5	1.2	1.01	10.2
CCn1c(SCC(N)=O)nc2c1c(=O)n(C)c(=O)n2C	15.4	1.3	1.0	4.7	10.6	4.8	6.5	1	2.3
Cc1cc(N)c(-n2cc3c(=O)n(C)c(=O)n(C)c3c2)cc1C	-14.9	-4.1	-4.8	2.8	4.3	.	0.5	1.02	2.6
CC(NC(=O)Nc1ccccc1O)(C(F)(F)F)C(F)(F)F	10.6	3.8	-0.5	7.1	11.0	-4.2	2.2	1.02	1.6
COCCNC(=O)CCn1nc(-c2ccc(Cl)cc2)ccc1=O	-15.2	5.1	13.8	11.1	9.3	19.1	3.8	1	7.2
CCOc1cccc(-c2nc(C(N)=O)c3[nH]c(=O)n(-c4cccc(Cl)c4)c3n2)c1O	-0.6	1.8	-0.3	1.3	6.8	.	-0.4	1.03	-0.7
Cc1nnc(Oc2ccccc2F)c2ccccc12	-28.1	-1.1	-4.3	10.3	-14.3	4.4	2.8	1.01	2.9
CC(=O)c1ccc(NC(=O)C2CCCN2S(=O)(=O)c2ccc(C)cc2)cc1 (stereo not given)	12.8	2.2	6.0	4.9	11.0	9.9	1.6	1.05	3.0
CCN(CC)C(=O)c1sc2nc(-c3ccc(OC)cc3)cn2c1C	7.2	-3.6	4.8	-17.9	-1.4	11.6	1.7	1	0.8
CCc1ccc(CCC(=O)Nc2ccc(C)cc2C)o1	3.2	1.7	0.0	-2.5	9.5	7.0	3.6	1.01	1.1
O=C(Nc1ccc(S(=O)(=O)NCc2ccco2)cc1)c1ccc2ccccc2n1	-13.0	34.6	-3.2	-10.9	-0.1	.	37.1	1.04	-1.6
COCCn1c(C)cc(C(=O)CN2C(=O)NC3(CCCCCCC3)C2=O)c1C	1.5	-1.3	-5.4	13.3	3.1	-5.1	9.6	1.01	-0.6
CCOC(=O)CN1C(=O)C(O)(CC(=O)c2ccco2)c2ccccc21 (stereo not given)	-11.1	9.2	16.0	1.4	-13.6	7.0	2.1	1.04	9.7
COCCNC(=O)CN1CCC(n2c(C)nc3cc(C(F)(F)F)ccc32)CC1	8.3	2.3	-7.3	-1.1	9.2	10.1	4.8	1.04	0.5
O=S(=O)(NCC(c1cccnc1)N1CCN(c2ccccc2)CC1)c1cc(F)ccc1F (stereo not given)	-0.2	-3.1	11.3	3.4	1.2	0.8	4.3	1	0.4
C=CCNC(=O)C1CCN(c2nc(C)cc(-c3ccccc3)n2)CC1	-23.3	-0.7	-3.1	-5.4	-3.0	-17.9	9.4	1.05	3.7
CC1=C(C(=O)Nc2ccccn2)C(c2ccc(Br)cc2)n2ncnc2N1 (stereo not given)	-0.7	1.8	-6.6	8.6	-0.6	-2.0	14.5	1.04	-2.2
O=S(=O)(CCSc1nc2ccccc2o1)c1nc2ccccc2s1	-26.5	0.8	-3.0	47.0	-10.4	-0.6	2.5	1.03	-1.0
N/C(=N\O)c1ccc(NC(=O)c2cccs2)cc1	1.4	-1.4	0.2	9.0	-0.6	14.2	-10.0	1.05	0.3
Nc1c(S(=O)(=O)c2ccccc2)nnn1-c1ccccc1	0.1	-1.8	-2.7	0.7	-2.0	1.8	8.2	1.05	-2.2
CCCCNC(=O)CCC(=O)Nc1ccc2nc(N3CCOCC3)cc(C)c2c1	-13.9	1.4	8.1	-7.1	-2.9	-26.0	4.6	1.01	-1.5
CCOC(=O)N1CCN(C2CC(=O)N(c3ccc(F)cc3)C2=O)CC1 (stereo not given)	-9.1	-6.1	0.8	6.2	8.3	13.6	6.4	1.04	2.1
Cc1cc(C)n2nc(Cc3ccccc3)nc2n1	20.3	7.6	1.3	0.6	6.5	5.3	4.8	1.05	-1.6
Cn1c2c(c(=O)n(C)c1=O)C(c1ccccc1OC(F)F)C1=C(CCCC1=O)N2 (stereo not given)	-4.7	-0.1	2.8	2.8	0.9	-3.3	10.5	1	-2.5
Cc1cc(NS(=O)(=O)c2ccc(NC(=O)Nc3cccc(Cl)c3)cc2)no1	-35.5	4.0	17.4	-1.6	-1.6	-1.5	6.6	0.99	-1.5
Cc1ccc2oc(=O)n(CCOc3ccccc3Cl)c2c1	1.5	-3.3	-0.4	2.2	-1.1	-3.0	9.0	1.05	-0.5
COc1cccc(CN(CC(=O)NCC2CCCO2)C(=O)CCC(=O)Nc2cc(C)on2)c1 (stereo not given)	6.6	-2.6	-12.7	2.7	8.5	19.4	2.6	0.98	4.1
O=C(CSc1nnc(-c2ccc(Cl)cc2)n1Cc1ccco1)Nc1ccc2c(c1)OCCO2	1.9	0.0	4.0	2.8	1.8	9.7	6.3	1.02	2.4
Cc1nnc(C)n1/N=C/c1cccs1	-2.7	4.6	15.8	7.9	1.2	2.2	5.5	1.03	0.7
Cc1cc(NC(=O)Cn2cnc3c(cnn3C(C)(C)C)c2=O)no1	-4.8	2.9	4.5	2.2	-17.5	1.0	-5.2	0.97	-0.2
